Kir21 block: inhibitors of mouse Kir2.1 inward-rectifier potassium channel; P35561; HEK293-Kir2.1, FluxOR thallium flux fluorescence; stronger effect = lower value; B-score at 10 µM; 0.85% of 310,000 active; AID 1672;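 active = fluorescence ratio B-score at or below minus 3 SD of library scores, with starting-brightness B-score within 2 SD, cut at about -4.2 in these data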;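 also: channel flux triggered by added potassium and thallium sulfate stimulus; B-score of peak minus minimum fluorescence over baseline after thallium stimulus; more negative B-score means stronger Kir2.1 block with less thallium influx; some compounds called inactive have numbers as strong as hits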
Target sequence (P35561 whole entry, looked up): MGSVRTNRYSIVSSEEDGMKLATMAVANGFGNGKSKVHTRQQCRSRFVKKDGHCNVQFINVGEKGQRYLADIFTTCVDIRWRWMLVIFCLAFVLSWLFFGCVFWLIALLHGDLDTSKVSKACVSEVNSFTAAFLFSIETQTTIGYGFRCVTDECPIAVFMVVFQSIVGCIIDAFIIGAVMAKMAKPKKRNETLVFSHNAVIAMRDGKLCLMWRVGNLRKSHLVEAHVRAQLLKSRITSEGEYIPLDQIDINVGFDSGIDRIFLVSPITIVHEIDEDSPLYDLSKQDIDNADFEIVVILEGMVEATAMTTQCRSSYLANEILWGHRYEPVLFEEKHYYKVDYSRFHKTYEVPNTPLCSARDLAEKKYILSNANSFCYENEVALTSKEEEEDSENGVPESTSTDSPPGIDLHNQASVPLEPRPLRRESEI
CHT inh: inhibits the human high affinity choline transporter. CHT-expressing cells, membrane potential dye, choline response; stronger effect = lower value. B-score at 10 µM. 0.86% of 310,000 active. AID 488975;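 active = B-score over 3 SD under the library average, and starting fluorescence ratio not unusually high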;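 also: choline stimulus applied at its EC90 after an EC20 pre-addition; B-score computed on integrated fluorescence ratio after choline addition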
Target sequence (Q9GZV3 whole entry, looked up): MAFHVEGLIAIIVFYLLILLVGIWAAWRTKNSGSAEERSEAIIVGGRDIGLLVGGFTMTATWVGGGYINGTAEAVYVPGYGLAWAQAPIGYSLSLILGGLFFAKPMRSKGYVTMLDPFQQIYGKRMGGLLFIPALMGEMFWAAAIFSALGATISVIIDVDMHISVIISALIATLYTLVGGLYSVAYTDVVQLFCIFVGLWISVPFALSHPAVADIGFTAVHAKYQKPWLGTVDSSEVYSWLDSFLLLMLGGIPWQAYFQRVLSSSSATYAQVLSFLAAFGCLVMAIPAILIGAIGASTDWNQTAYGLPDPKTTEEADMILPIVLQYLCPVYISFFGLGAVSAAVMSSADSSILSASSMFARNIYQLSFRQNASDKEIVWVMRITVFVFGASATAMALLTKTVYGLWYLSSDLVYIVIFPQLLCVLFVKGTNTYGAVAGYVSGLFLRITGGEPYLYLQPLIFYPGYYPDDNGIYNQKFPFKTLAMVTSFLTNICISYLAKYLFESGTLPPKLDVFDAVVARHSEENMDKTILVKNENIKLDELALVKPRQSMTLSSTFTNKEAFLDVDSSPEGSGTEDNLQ
* marks the source's active call; other numbers are inactive results; i = inactive; . = not tested or not shown.

Kir21 block | CHT inh | SMILES
-0.04 | -7.68* | Cc1ccccc1NC(=O)c1ccc(F)c(S(=O)(=O)NCC2CCCO2)c1 (stereo unspecified)
-3.23 | i | COCCNCCCOc1ccc(C(C)(C)c2ccccc2)cc1
0.06 | i | CCN(CC)C(=S)NC(=O)Cc1ccccc1
-0.16 | i | O=C(CN1C(=O)NC2(CCCCC2)C1=O)N1CCN(S(=O)(=O)/C=C/c2ccccc2)CC1
0.88 | i | O=C(Nc1ccc(F)cc1)c1cc2cc(Cl)ccc2[nH]1
3.04 | i | O=C(O)c1cnn(-c2nc(-c3ccc(Cl)c(Cl)c3)cs2)c1C(F)(F)F
-0.97 | i | COc1ccc(CNC(=O)CCc2cc(OC)c(OC)c(OC)c2)cc1
-1.56 | i | CC(C)CCn1c(O)c(N=Nc2ccccn2)c2ccccc21
-0.17 | i | NCc1cc2c3c(c1)CCCN3CCC2
0.54 | i | COc1ccccc1N1C(=O)c2cccc3c(Cl)ccc(c23)C1=O
0.9 | i | COc1ccc(NS(=O)(=O)c2ccc(N3CCCC3)c(NC(=S)Nc3cccc(S(=O)(=O)N(C)C)c3)c2)cc1
1.26 | i | Cc1ccc(C(=O)N2CCN(c3cccc(C)c3C)CC2)o1
0.02 | i | Cc1c(-n2c(SCC(=O)O)nnc2-c2ccccc2Cl)c(=O)n(-c2ccccc2)n1C
0.3 | i | Cc1cc(Nc2ccc(C)c(C)c2)n2nc(C)nc2n1
-0.46 | i | Cc1cc(NC(=O)C2CCCCC2C(=O)O)ccc1NC(=O)c1ccccc1 (stereo unspecified)
0.11 | i | NC(=Nc1ccc(Br)cc1)c1ccccc1
-1.46 | i | Cc1ccccc1NC(=S)NCC1CCN(C(C)c2ccccc2)C1 (stereo unspecified)
0.84 | i | CN(C)C(CNC(=O)c1cccc(S(=O)(=O)Nc2ccc(Br)cc2)c1)c1ccco1 (stereo unspecified)
-0.02 | i | Cc1ccccc1-c1nc(CS(=O)CC(=O)NCc2ccc3c(c2)OCO3)c(C)o1 (stereo unspecified)
-0.13 | i | Cc1ccc(C(=O)N/N=C\c2ccccn2)cn1
-0.06 | i | COc1ccc(OC)c(C(=O)NC2CCSc3ccccc32)c1 (stereo unspecified)
-0.72 | i | Cc1cccc(C)c1NC(=O)C(=O)NCCCN1CCOCC1
1.31 | i | COc1ccc(C(=O)N2CCN=C2SCc2cccnc2)c(OC)c1
-0.34 | i | CCOc1ccc(-n2c(SCC(=O)N3CCC(C(=O)O)CC3)nc3ccccc3c2=O)cc1
-1.48 | i | N#Cc1nc(COc2ccccc2Cl)oc1NCc1cccnc1
-1.04 | i | FC(F)(F)C12CC(c3ccccc3)=NCCN1CCN2 (stereo unspecified)
0.03 | i | CCOc1ccc(NC(=O)C(Cc2ccccc2)N2C(=O)c3cccc4cccc(c34)C2=O)cc1 (stereo unspecified)
-2.46 | i | CC(C)NC(=S)Nc1cccc2cnccc12
-0.84 | i | Nn1c(SCC(=O)Nc2ccc3c(c2)OCO3)nnc1C1CC1
0.4 | i | CCCc1cc(NCc2ccccn2)n2c(nc3ccccc32)c1C#N
-0.31 | i | COc1ccc(OC(C)C(=O)Nc2ccccc2F)cc1 (stereo unspecified)
-1.72 | i | CCc1c(C)c2cc(Cl)c(O)c(CN(CC)CC)c2oc1=O
-1.38 | i | CN(C1CCCCC1)S(=O)(=O)c1cc2c(cc1Cl)NC(=O)CO2
-0.49 | i | CCOc1ccc(OCC(=O)c2c(O)c3ccccc3oc2=O)cc1
-0.71 | i | Cc1ccc(C(=O)N/C(=C\c2ccco2)C(=O)NCCCn2ccnc2)cc1
0.06 | i | Cc1ccc(-c2cc(-c3ccccc3)c(C#N)c(N)n2)o1
-2.06 | i | CCN(CC)c1nc(C)nc2c1cnn2CCc1ccccc1
-1.03 | i | O=C(NC(C(=O)N/N=C/c1c2ccccc2cc2ccccc12)c1n[nH]c(=O)c2ccccc12)c1ccccc1 (stereo unspecified)
-0.52 | i | COc1cc(C(=O)O)nc2ccccc12
0.75 | i | CCCn1c(=N)c(C(=O)NC2CCCC2)cc2c(=O)n3cccc(C)c3nc21
0.09 | i | COc1ccc2ccccc2c1/C=N/NC(=S)Nc1cc(S(=O)(=O)N2CCOCC2)ccc1N1CCOCC1
-0.75 | i | CCN=C1S/C(=C\c2ccc(OC)c(OCC)c2)C(=O)N1CC
0.57 | i | Cc1ccc(NC2CCCN(C(=O)c3ccc(C)c(N4CCNC4=O)c3)C2)cc1C (stereo unspecified)
1.74 | i | CCOC(=O)C1CCN(C(=O)C2CCN(S(=O)(=O)c3cccc4nsnc34)CC2)CC1
-0.49 | i | CCOC(=O)c1ccc(NC2=CC(=O)CC(c3ccco3)C2)cc1 (stereo unspecified)

Some of the entries above, set out differently:
COc1ccc(OC)c(C(=O)NC2CCSc3ccccc32)c1 (stereo unspecified)
  Kir21 block: -0.06	CHT inh: i
Cc1ccc(-c2cc(-c3ccccc3)c(C#N)c(N)n2)o1
  Kir21 block: 0.06	CHT inh: i
COc1ccccc1N1C(=O)c2cccc3c(Cl)ccc(c23)C1=O
  Kir21 block: 0.54	CHT inh: i
Cc1cccc(C)c1NC(=O)C(=O)NCCCN1CCOCC1
  Kir21 block: -0.72	CHT inh: i

Continued:
Kir21 block | CHT inh | SMILES
-0.4 | i | CN(C)c1ccc(C(CNC(=O)c2ccc(F)cc2)c2c[nH]c3ccccc23)cc1 (stereo unspecified)
-0.1 | . | CCOC(=O)c1cccc(-n2c(-c3ccc(OC)cc3)nc3nc4ccccc4nc32)c1
1.15 | i | COc1cc2ncnc(NCc3ccccc3)c2cc1OC
-0.7 | i | CCN(CC(=O)Nc1ccccc1OC)CC(=O)Nc1c(Cl)ccc(C)c1Cl
0.46 | i | COc1ccc(C(NC(=O)c2cccc(F)c2)c2ccccc2)cc1 (stereo unspecified)
-0.45 | i | CN1CCN(S(=O)(=O)c2ccc(NC(=O)c3ccc([N+](=O)[O-])cc3)cc2)CC1
-0.05 | i | CCC(CC)COC(=O)C1=C(C)NC(=O)NC1c1ccc(OC)cc1 (stereo unspecified)
-0.11 | i | COC(=O)C(CCSC)NC(=O)c1cc2c(n(-c3ccccc3)c1=O)CC(C)(C)CC2=O (stereo unspecified)
. | i | CCC(C)c1cc(S(=O)(=O)N2CCOCC2)ccc1OC (stereo unspecified)
2.23 | i | CCOC(=O)c1c(-c2ccc(OC)cc2)csc1NC(=O)CSc1ccccc1
1.64 | i | CCCc1nc2ccccc2c(C(=O)OCC(=O)Nc2cccc(S(=O)(=O)N3CCOCC3)c2)c1CC
0.24 | i | Cc1cccc(C(=O)N2CCC(c3nc(-c4ccc(S(=O)(=O)N5CCOCC5)cc4)no3)CC2)c1
0.93 | i | O=S(=O)(NCC1CCCO1)c1ccc(S(=O)(=O)N(Cc2ccc(F)cc2)Cc2ccco2)cc1 (stereo unspecified)
-1.67 | i | Cc1c(NC(=O)CCCCCN2C(=O)c3ccccc3C2=O)c(=O)n(-c2ccccc2)n1C
-2.2 | -6.97* | CCn1c(SCC(=O)N=Nc2c(O)[nH]c3ccccc23)nc2ccccc21

2 compounds drawn at random from the list so far:
Kir21 block | CHT inh | SMILES
-3.23 | i | COCCNCCCOc1ccc(C(C)(C)c2ccccc2)cc1
0.03 | i | CCOc1ccc(NC(=O)C(Cc2ccccc2)N2C(=O)c3cccc4cccc(c34)C2=O)cc1 (stereo unspecified)

Following part:
Kir21 block | CHT inh | SMILES
-0.01 | i | COc1ccccc1N(CC(=O)NCC1CCCO1)C(=O)CNS(=O)(=O)c1ccc(Cl)cc1 (stereo unspecified)
0.24 | i | O=Cc1c(Sc2ccccn2)nc2ccccn2c1=O
-2.13 | i | Cc1ccc2c(c1)-c1c(cnn1CC(=O)Nc1ccccc1N1CCN(C)CC1)CO2
-0.2 | i | O=C(COC(=O)c1ccccc1SCC(=O)N1CCCC1)NC1CCS(=O)(=O)C1 (stereo unspecified)
2.74 | i | CCn1c(=S)sc2c(=O)n(CC(=O)Nc3ccccc3)c(C)nc21
-0.03 | i | Cc1c(OCc2ccccc2)c(=O)ccn1Cc1ccccc1
-0.85 | i | CCOc1ccc(NC(=O)CCC(=O)O)cc1
1.27 | i | CC(C)C1Oc2ccccc2N(CC(=O)N(C)C2CCCCC2)C1=O (stereo unspecified)
-2.48 | i | COc1ccc(-c2nnc(SCC(=O)Nc3cccc(Cl)c3)o2)cc1
0.04 | i | COc1ccc(/C=C/C(=O)OCCNC(=O)c2ccncc2)cc1OC
1.5 | i | OCC[C@@H]1C[C@@H](O)[C@H](O)[C@@]2(CCCCO2)O1
0.11 | i | Cc1cc(C)cc(NS(=O)(=O)c2ccc3[nH]c(=O)ccc3c2)c1
-0.42 | i | Cc1occc1C(=O)Nc1cc(C(F)(F)F)ccc1Cl
-1.26 | i | CN1/C(=C\C(=O)COC(=O)c2ccc(O)cc2)C(C)(C)c2ccccc21
-0.21 | i | Cc1ccc(Cl)cc1N1CCN(Cc2cc3c(cc2O)CCC3)CC1

2 of these compounds, set out differently:
COc1ccc2ccccc2c1/C=N/NC(=S)Nc1cc(S(=O)(=O)N2CCOCC2)ccc1N1CCOCC1
  Kir21 block = 0.09
  CHT inh = i

CCN=C1S/C(=C\c2ccc(OC)c(OCC)c2)C(=O)N1CC
  Kir21 block = -0.75
  CHT inh = i

(continued)
Kir21 block | CHT inh | SMILES
0.89 | i | O=CNC(=O)c1ccccc1C(=O)O
-0.4 | i | CCCc1nc2ccc(NC(=O)c3ccco3)cc2c(=O)n1Cc1ccc(Cl)cc1
-2.78 | i | CN(C)CCCCOc1ccc(Br)cc1Cl
-1.45 | i | COc1ccc(S(=O)(=O)N2CCNCC2)cc1OC
0.13 | i | CSc1cccc(NC(=O)Nc2ccccc2C(N)=O)c1
1.64 | i | CN1CCN(CC(=O)Nc2ccc(S(=O)(=O)N(C)C)cc2)CC1
0.39 | i | O=C(CSc1ncn[nH]1)Nc1ccnc2ccccc12
0.56 | i | O=C(COC(=O)Cn1cnc2ccccc21)Nc1cccc2c1C(=O)c1ccccc1C2=O
1.66 | i | COc1ccc(CNC(=O)Nc2ccc(C)c(C)c2)cc1
0.34 | i | CCSc1cc(N2CC(C)OC(C)C2)nc(-c2ccccc2Cl)n1 (stereo unspecified)
-1.61 | i | COCCCNC(=O)CSc1nc2ccccc2c(=O)n1CCCC(=O)NCC1CCCO1 (stereo unspecified)
1.07 | i | O=C(CN1CCN(Cc2ccccc2)CC1)Nc1ccc(F)c(F)c1
-7.94* | i | CCOC(=O)c1cnc2c(OC)cccc2c1Oc1ccccc1
-0.44 | i | CCCc1cc(=O)oc2c3c(c4c(c12)OC(C)(C)C=C4)OC(C)C(C)C3O (stereo unspecified)
-0.01 | i | CSc1ccccc1NC(=O)CN(C)C(=O)Cc1c[nH]c2ccccc12
-1.67 | i | O=[N+]([O-])c1ccc(CN2CCN(Cc3c[nH]c4ccccc34)CC2)cc1
-0.93 | i | O=C(CN1C(=O)CSc2ccccc21)N/N=C/c1ccco1
-1.01 | i | Cc1c([N+](=O)[O-])c([N+](=O)[O-])nn1CC(=O)NCCc1ccccc1
-0.29 | i | Cc1ccccc1CN1CCN(S(=O)(=O)c2ccc(F)cc2)CC1
1.45 | i | CN(C)S(=O)(=O)N1CCN(c2ccc([N+](=O)[O-])c(N3CCOCC3)c2)CC1
0.24 | i | CC(C)CC(=O)Nc1ccc2c3c(cccc13)CC2
0.53 | i | O=C(Nc1nc2ccccc2[nH]1)c1ccc([N+](=O)[O-])cc1
-0.01 | i | Cc1cccc(N(CC(=O)NC(C)C)C(=O)CCC(=O)Nc2nccs2)c1
-0.86 | i | O=C(c1ccc(S(=O)(=O)Nc2ccc(F)cc2)cc1)N1CCN(C(=O)c2ccco2)CC1
-0.83 | i | COc1ccccc1OC1OC2COC(c3ccco3)OC2C(O)C1NC(C)=O (stereo unspecified)
-0.22 | i | Cc1cc(-c2ccc(S(=O)(=O)N3CCN(c4cccc(C)c4C)CC3)s2)on1
-0.84 | i | Cc1ccc2[nH]c3c(c2c1)CCCC3NCCO (stereo unspecified)
-1.37 | i | CCC(=O)N1CCc2cc(S(=O)(=O)N3CCN(C(=O)c4ccco4)CC3)ccc21
-0.03 | i | COc1ccccc1NC(=O)/C(=C\c1cccnc1)NC(=O)c1ccccc1
-1 | i | Cc1nc(C(C)NC(=O)c2cc(COc3ccc(F)c(F)c3)on2)cs1 (stereo unspecified)
0.09 | i | O=S(=O)(c1ccc(Cl)cc1)N1CCN(C(=S)NCC2CCCO2)CC1 (stereo unspecified)
2.71 | i | Cc1ccc(C(=O)N(C)CC(=O)Nc2ccc(N3CCOCC3)cc2)s1
0.46 | i | O=C(NCc1ccccc1)C1=C[C@@H](c2csc3ccccc23)C[C@@H](OCCCCO)O1
0.05 | i | CCCCn1c(=O)[nH]c2ccccc21
-2.2 | i | C=CCC(NCc1ccco1)c1ccc(OC)c(OC)c1 (stereo unspecified)
-2.86 | i | CCOc1ccccc1OCCCC(=O)N(C)CC(=O)Nc1cc(C)ccc1C
-0.45 | i | N#CC1(C#N)CC(C=O)=C(N)C1(C#N)CC(=O)C12CC3CC(CC(C3)C1)C2 (stereo unspecified)
0.02 | i | Cc1ccnc(NC(=O)c2ccc([N+](=O)[O-])o2)c1
-1.35 | i | Cc1ccc(-n2nc3c(N4CCC(C(=O)N5CCCCCC5)CC4)nnc(C)c3c2C)cc1
-0.97 | i | COc1ccc(C2=NOC(C(=O)Nc3cccc(O)c3)C2)cc1 (stereo unspecified)
-1.91 | i | O=C(NCCCn1ccnc1)c1sc2cccc(F)c2c1Cl
-0.33 | i | CCN1CCN(Cc2ccc(OCc3ccccc3)c(OC)c2)CC1
-1.32 | i | O=C(OCc1nc2ccccc2s1)c1ccc(Br)o1
-1.21 | i | COc1ccc(/C=N/NC(=O)c2ccccc2)cc1CN1CCN(c2ccc(F)cc2)CC1
-1.66 | i | CC(=O)Nc1ccc(NC(=O)CSc2cn(CC(=O)N3CCOCC3)c3ccccc23)cc1
